# Screens: PubChem BioAssay, Southern Research Specialized Biocontainment Screening Center
# M. tuberculosis = growth inhibition of non-replicating M. tuberculosis (AID 488890); Mycobacterium tuberculosis non-replicating, growth inhibition; higher % means a stronger effect; 320,000 tested, 0.39% active; inhibition, % at 25 µM; hits with a dose series show IC50 in µM; in the data active means a potency from the dose series; inconclusive means inhibition mostly from about 82% at the one dose, without a potency; inactive means the rest, 99 in 100 with inhibition below about 76%;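 further: plate controls were DMSO cells for no effect and high antibiotic wells for full effect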
# VEEV TC-83 Vero = inhibitors of VEEV TC-83 cytopathic effect, confirmation, Vero cells (AID 588727). one-dose inhibition, % at 20 µM; IC50 in µM for titrated hits. 350,000 tested, 0.13% active. Vero cells, VEEV TC-83 cytopathic effect inhibition; higher % means a stronger effect; in the data active means a potency from the dose series; inconclusive means inhibition mostly from about 14% at the one dose, without a potency; inactive means the rest, 99 in 100 with inhibition below about 12%; further: strong numbers were not always called active
# influenza NS1A = H1N1 influenza NS1A inhibitors, functional cell based assay (AID 504329) | 340,000 tested, 0.3% active | NS1A functional cell-based assay, percent inhibition; higher % means a stronger effect | one-dose inhibition, % at 12.5 µM; IC50 in µM for titrated hits; in the data active means a potency from the dose series; inconclusive means inhibition above about 27% without an active follow-up result; further: strong numbers were not always called active
# Salmonella PhoP GFP = Inhibition of PhoP regulon, Salmonella typhi GFP reporter cells, confirmation, 4 h (AID 1850); Salmonella Typhi PhoP-promoter GFP reporter, fluorescence, 4 h; higher % means a stronger effect; 310,000 tested, 0.33% active; one-dose inhibition, % at 50 µM; IC50 in µM for titrated hits; in the data active means a potency from the dose series; inconclusive means inhibition mostly from about 25% at the one dose, without a potency; inactive means the rest, 99 in 100 with inhibition below about 19%;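 further: 0% = induced wells with vehicle and 100% = uninduced wells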
# M. tuberculosis HTS = M. tuberculosis growth inhibition, HTS (AID 449762); M. tuberculosis H37Rv growth inhibition, 7H9 media; higher % means a stronger effect; one-dose inhibition, % at 25 µM; IC50 in µM for titrated hits; 330,000 tested, 0.59% active; in the data active means a potency from the dose series; inconclusive means inhibition above about 70% without an active follow-up result;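 further: bacterial growth assessed after seven days of incubation; strong numbers were not always called active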
# VEEV TC-83 Vero 10K pilot screen = second read-out of VEEV TC-83 Vero, no call of its own (marks repeat the call); inhibition, %; measured here: 10K pilot screen inhibition
# An asterisk follows results filed as active; i = inactive; u = inconclusive; x = not tested or not shown.
SMILES,M. tuberculosis,VEEV TC-83 Vero,influenza NS1A,Salmonella PhoP GFP,M. tuberculosis HTS,others
CC(=O)c1ccc(S(=O)c2ccccc2)cc1 (stereo unspecified),-12%,i,5%,7%,-3%,
CCOC(=O)N1CCC(N2C(=O)c3ccc(C(=O)Nc4ccc(OC)cc4)cc3C2=O)CC1,72%,1.2%,4%,-2%,6%,
O=C1NC2C(NC(=O)N2C2CCCCC2)N1C1CCCCC1 (stereo unspecified),-3%,3.1%,2%,1%,-3%,
CC(C)CCNc1nc2c(c(=O)n(Cc3cccc(F)c3)c(=O)n2C)n1C,46%,9.2%,5%,22%,9%,
CCOc1ccc(C2=Nn3c(nnc3-c3ccccc3)SC2)cc1Cl,-18%,1.5%,1%,7%,-1%,VEEV TC-83 Vero 10K pilot screen=0.2
CSCCC(NS(=O)(=O)c1ccc(Br)cc1)C(=O)OCC(=O)NC1CC1 (stereo unspecified),3%,12%,2%,0%,-4%,
COc1ccc(C(=O)/C=C/Nc2ccc(S(N)(=O)=O)cc2)cc1OC,-8%,i,-2%,4%,0%,
COc1cccc(NC(=O)c2cccc(N3C(=O)C4CCC(C)CC4C3=O)c2)c1 (stereo unspecified),1%,1.5%,-12%,-1%,0%,
CN(C(=O)CSc1ncnc2sc(-c3ccccc3)cc12)C1CCS(=O)(=O)C1 (stereo unspecified),20%,1.6%,2%,-7%,2%,
N#CC1=C(N)N(c2ccc(F)cc2)C2=C(C1c1ccc(O)cc1)S(=O)(=O)CC2 (stereo unspecified),x,7.1%,8%,x,x,
CC(C)c1ccc(NC2CCCN(C(=O)CCN3CCCO3)C2)cc1 (stereo unspecified),20%,i,-3%,-5%,2%,
CC(C#N)(Nc1ccc(Cl)cc1)c1cccnc1 (stereo unspecified),10%,i,22%,-5%,-11%,

# Three entries from above, arranged by molecular weight, descending:
SMILES,M. tuberculosis,VEEV TC-83 Vero,influenza NS1A,Salmonella PhoP GFP,M. tuberculosis HTS,others
CCOc1ccc(C2=Nn3c(nnc3-c3ccccc3)SC2)cc1Cl,-18%,1.5%,1%,7%,-1%,VEEV TC-83 Vero 10K pilot screen=0.2
COc1ccc(C(=O)/C=C/Nc2ccc(S(N)(=O)=O)cc2)cc1OC,-8%,i,-2%,4%,0%,
O=C1NC2C(NC(=O)N2C2CCCCC2)N1C1CCCCC1 (stereo unspecified),-3%,3.1%,2%,1%,-3%,

# The listing continues.
SMILES,M. tuberculosis,VEEV TC-83 Vero,influenza NS1A,Salmonella PhoP GFP,M. tuberculosis HTS,others
CCc1cccc(C)c1NC(=S)NCc1cccn1C,-13%,0.6%,-2%,-6%,1%,
CC(=O)OC1CCC(OC(C)=O)c2c1n([O-])c(C)c(C)[n+]2=O (stereo unspecified),-8%,1.0%,-14%,-17%,-1%,
CCOC(=O)N1CCC(NC(=O)C2CCN(C(=O)N3CC(C)Oc4ccc(C)cc43)CC2)CC1 (stereo unspecified),3%,2.4%,3%,0%,1%,
O=[N+]([O-])c1cccc(NC2=NCCC2)c1,-3%,0.2%,6%,-3%,1%,VEEV TC-83 Vero 10K pilot screen=0.2
C/C(=N\NC(=O)c1cccc(S(=O)(=O)N2CCOCC2)c1)c1ccc(C)cc1,10%,5.2%,-14%,x,8%,
Cc1cc(NC(=O)COC(=O)c2oc3c(Cl)cccc3c2C)no1,4%,i,-4%,1%,-6%,
CCOC(=O)C1CCN(CCC(=O)Nc2cccc(Cl)c2)CC1,-6%,2.2%,2%,-1%,-8%,
C=CCNc1nc(C2(C)CC3(CC(C)(C)OC3=O)C(=O)O2)cs1 (stereo unspecified),5%,5.9%,-1%,-2%,-1%,
CCn1cc(Cl)c(C(=O)Nc2ccc3c(c2)OCCO3)n1,5%,2.1%,8%,-3%,-4%,
Cc1cc(N)ccc1NC(=O)CN1CCOCC1,3%,0.1%,-5%,2%,3%,
COC(=O)[C@]1(C)CCC[C@@]2(C)C3CC[C@@]4(C)C[C@]3(CCC21)CC(=O)N4C (stereo partly specified),4%,i,-6%,x,8%,
COc1ccc(/C(C)=N/NC(=O)c2ccc(CSc3cccc4cccnc34)cc2)cc1OC,10%,2.7%,6%,-10%,4%,

# Pulled one by one from the entries so far, two records:
SMILES,M. tuberculosis,VEEV TC-83 Vero,influenza NS1A,Salmonella PhoP GFP,M. tuberculosis HTS,others
CCc1cccc(C)c1NC(=S)NCc1cccn1C,-13%,0.6%,-2%,-6%,1%,
Cc1cc(NC(=O)COC(=O)c2oc3c(Cl)cccc3c2C)no1,4%,i,-4%,1%,-6%,

# As a short view, some entries already given:
SMILES,M. tuberculosis,VEEV TC-83 Vero,influenza NS1A,Salmonella PhoP GFP,M. tuberculosis HTS,others
CCOC(=O)N1CCC(NC(=O)C2CCN(C(=O)N3CC(C)Oc4ccc(C)cc43)CC2)CC1 (stereo unspecified),3%,2.4%,3%,0%,1%,
O=[N+]([O-])c1cccc(NC2=NCCC2)c1,-3%,0.2%,6%,-3%,1%,VEEV TC-83 Vero 10K pilot screen=0.2

# Next part
SMILES,M. tuberculosis,VEEV TC-83 Vero,influenza NS1A,Salmonella PhoP GFP,M. tuberculosis HTS,others
O=C(NCCCN1CCOCC1)c1ccc(Br)s1,3%,0.4%,-5%,-4%,1%,
COc1ccc(C)cc1S(=O)(=O)NC(C)C(=O)NC1CC1 (stereo unspecified),5%,0.7%,0%,-3%,-18%,
O=[N+]([O-])/C(Cl)=C(/NCCO)C(Cl)=C(Cl)Cl,x,1.6%,-11%,x,x,
CCc1nnc(NC(=O)CCC(=O)N2CCN(C3c4ccccc4-c4ccccc43)CC2)s1,4%,i,2%,-7%,-6%,
Cn1c(C2=C(O)CN(c3ccccc3)C2=N)nc2ccccc21,4%,0.3%,8%,-6%,-3%,
Cn1ncc2c(Nc3ccc(O)cc3)nc(Cl)nc21,-7%,1.5%,-2%,1%,-9%,
COc1ccc(-n2c(=O)[nH]c3c(C(N)=O)nc(C4CCCCC4)nc32)cc1,14%,5.4%,-10%,-4%,12%,
O=C(COC(=O)C1CC2C=CC1C2)Nc1cccc(S(=O)(=O)N2CCOCC2)c1 (stereo unspecified),7%,0.6%,19%,10%,-4%,
O=C(COc1ccc(C(=S)N2CCCC2)cc1)Nc1ccccc1C(F)(F)F,63%,4.7%,-1%,6%,-2%,
CCCCN(CCCC)C(=O)/C=C/c1cccc([N+](=O)[O-])c1,16%,6.1%,2%,-2%,3%,
CN1CCN(/N=C/c2ccc(C#N)cc2)CC1,3%,3.7%,-2%,8%,3%,
Oc1ccc(Cc2ccc(Cl)cc2)c(O)c1,18%,0.9%,-18%,20%,-1%,
COc1cccc(-c2nn(C)c3sc(C(=O)NCc4ccc5c(c4)OCO5)cc23)c1,x,8.2%,0%,4%,-7%,
O=C(Nc1ccc(F)cc1)N1CCCCCC1,4%,1.6%,-5%,-5%,-15%,
O=C(CN(CCc1ccccc1)C(=O)CNS(=O)(=O)c1ccc(F)cc1)NCC1CCCO1 (stereo unspecified),-12%,3.2%,-5%,24%,-11%,
CNC(=O)c1sccc1-n1cccc1,-1%,0.2%,10%,-2%,-4%,
COc1cccc(/C=N/NC(=O)c2cnccn2)c1,0%,1.6%,-6%,9%,-5%,
COCc1cc(C)nc2sc(C(=O)NCCO)c(-n3cccc3)c12,5%,0.5%,-6%,-2%,-1%,
CCc1cccc(C)c1NC(=O)Nc1ccc2c(c1)OCO2,-3%,0.3%,3%,1%,-4%,
O=C(C(=O)N1CCOCC1)c1cn(Cc2c(F)cccc2Cl)c2ccccc12,-2%,0.8%,-5%,-3%,8%,
COC(=O)C1=C(NC(=O)c2ccc(Br)cc2)CCS1,41%,0.3%,-6%,-9%,-3%,
Cc1ccc(S(=O)(=O)c2nc(S(C)(=O)=O)sc2NCC2CCCO2)cc1 (stereo unspecified),4%,i,-15%,0%,-2%,
Cc1c(Cl)cccc1NC(=S)N=Nc1c(O)n(CN2CCOCC2)c2ccccc12,u,1.1%,-3%,-2%,11%,
Cc1ccc(C(=O)NCCNC(=O)CN2CCOCC2)cc1,-19%,1.5%,-6%,9%,-3%,

# Next part; the last 2 above are carried over.
SMILES,M. tuberculosis,VEEV TC-83 Vero,influenza NS1A,Salmonella PhoP GFP,M. tuberculosis HTS,others
Cc1c(Cl)cccc1NC(=S)N=Nc1c(O)n(CN2CCOCC2)c2ccccc12,u,1.1%,-3%,-2%,11%,
Cc1ccc(C(=O)NCCNC(=O)CN2CCOCC2)cc1,-19%,1.5%,-6%,9%,-3%,
CN(CCCNC(=O)c1ccc(/C=N/O)nc1)CCCN(C)Cc1ccccc1,-2%,i,-4%,-1%,7%,
CCOc1ccc(S(=O)(=O)N2CCC(C(=O)NCC3CCCO3)CC2)cc1Cl (stereo unspecified),-7%,i,1%,-17%,2%,
Cc1cc(C)c2c(n1)nn1c(C3CC3)cc(C(F)(F)F)nc21,-3%,i,-1%,-8%,-1%,
Cc1nc[nH]c(=O)c1Br,-9%,0.1%,20%,1%,-6%,
CCOC(=O)COn1c2c(c3c4no[n+]([O-])c4ccc31)CCCC2,1.1µM*,i,10%,2%,3.2µM*,
CCCCCCC(=O)NNC(=O)c1c(O)c2ccccc2n(CC)c1=O,5%,2.9%,-11%,5%,12%,
O=C(COC(=O)c1c(F)cccc1F)NCc1cccs1,22%,1.7%,0%,x,-7%,
COc1ccc(CNC(=O)CN(c2ccc(C(C)C)cc2)S(=O)(=O)c2c(C)noc2C)cc1,8%,0.7%,-1%,-17%,3%,
CCCn1nnnc1NCc1ccccc1C,-7%,i,20%,-4%,4%,
COc1cc(/C=C(\NC(C)=O)C(=O)Nc2cccc(O)c2)ccc1OC(C)=O,4%,0.3%,-4%,-25%,6%,
C=CCn1c(C(CCCC)CC(O)COCC(C)C)n[nH]c1=S (stereo unspecified),-11%,i,-10%,-2%,11%,
COc1cnc(-c2ccccn2)nc1Sc1c(Cl)cccc1Cl,u,0.3%,-2%,10%,u,
O=C(c1ccc(Cl)c(Cl)c1)N1CCC(=O)N(C(CO)Cc2ccccc2)CC1 (stereo unspecified),5%,0.2%,-4%,-4%,-5%,
CN(C)S(=O)(=O)c1ccc(N2CCCC2)c(C(=O)NC(c2ccccc2)c2ccccc2)c1,7%,1.6%,-5%,-16%,-15%,
O=C(CSc1ccccc1)N1CCCC(N2CCN(c3cccc(Cl)c3)CC2)C1 (stereo unspecified),4%,i,22%,-6%,2%,
O=S1(=O)C=C(Sc2nc3cc(Cl)ccc3o2)c2ccccc21,0.3µM*,i,5%,1%,u,
O=C(CC(C(=O)O)c1ccc(Cl)cc1)c1ccc(Br)cc1 (stereo unspecified),23%,0.5%,22%,-9%,10%,
CC(OC(=O)c1ccc(Br)c(S(=O)(=O)N2CCOCC2)c1)C(=O)NC1CCCCC1C (stereo unspecified),7%,8.2%,-3%,4%,-5%,
O=C(CSCc1ccccc1)NCCc1ccc(F)cc1,74%,6.7%,-2%,-6%,-2%,
COc1ccc(Cl)cc1NC(=O)CN(C)CC(=O)Nc1ccc(C)cc1Br,24%,10%,10%,-12%,9%,
Cc1noc(C)c1S(=O)(=O)Nc1ccc2c(c1)C(=O)N([C@H](C)CO)C[C@H](C)[C@@H](CN(C)C(=O)NC(C)C)O2,0%,0.1%,2%,x,-2%,
O=C(O)Cc1ccc(NC(=O)CCN2C(=O)c3ccc([N+](=O)[O-])cc3C2=O)cc1,x,2.1%,0%,x,x,
Cc1nnc(Sc2cc(NCCCO)c([N+](=O)[O-])c3nonc23)s1,x,i,-9%,x,x,
CCOC(=O)C1CCCN(C(=O)CCn2nnnc2CN2CCOCC2)C1 (stereo unspecified),1%,0.2%,2%,-6%,3%,
O=C(COC(=O)/C=C/c1ccc(Cl)cc1)Nc1ccc2c(c1)OCCO2,-1%,i,-4%,-8%,-12%,
Cc1ccccc1NS(=O)(=O)c1ccc(NC(=O)CSCc2ccc(Br)cc2)cc1,26%,0.5%,-2%,3%,8%,
CCc1nnc(N/N=C/c2ccc(-c3ccc([N+](=O)[O-])cc3)o2)n1N,7.6µM*,3.3%,12%,-3%,u,
COc1ccc(N(C(=O)CSCC(=O)Nc2cc(C)on2)C(C(=O)NC2CCCCC2)c2ccc(O)c(O)c2)cc1 (stereo unspecified),25%,0.2%,4%,2%,8%,
O=c1oc2cc(Oc3c([N+](=O)[O-])cc(C(F)(F)F)cc3[N+](=O)[O-])ccc2c2c1CCCC2,u,4.0%,13%,-10%,u,VEEV TC-83 Vero 10K pilot screen=6.8
Oc1ccc(/C=C/c2ccc3cccc(O)c3n2)cc1Br,u,0.9%,11%,-3%,u,
CCCC1=NN(C(=O)CCc2ccccc2O)C(O)(C(F)(F)F)C1 (stereo unspecified),56%,1.2%,-12%,-4%,10%,
